# USP2a block: qHTS Assay for Inhibitors of Ubiquitin-specific Protease USP2a Using CHOP2 as the Reporter. Ubiquitin carboxyl-terminal hydrolase 2 (Homo sapiens), O75604. USP2 core, Ub-CHOP2 coupled fluorogenic reporter, 485/531. Potency, µM (doses to about 38.3 µM), for inactives: at the top dose activity change, negative = inhibition, hits mostly inhibitors. hit rate 0.01% among 330,000. AID 463254, 2010;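 further: potency means the concentration at half of the fitted maximal effect; plate controls were DMSO wells for no effect and full inhibition by NEM control for full effect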
#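 Deubiquitinase activity read as fluorescence (485/531 nm) after Ub-CHOP2 cleavage activates the enterokinase reporter on its substrate; USP2 core 10nM, Ub-CHOP2 and substrate 25nM each, 30min compound preincubation then 60min RT; data normalized to NEM, curves fitted.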
# B2AR arrestin: qHTS assay of beta-arrestin-biased ligands of beta2-adrenergic receptor; Beta-2 adrenergic receptor (Homo sapiens), P07550; beta-arrestin recruitment to beta2AR, cell-based reporter; AID 492947, 2010; hit rate 0.02% among 330,000; Potency, µM (series often up to 46.1 µM), for inactives: top-dose activation, hits mostly activators;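 further: potency means the concentration at half of the fitted maximal effect; 0% = DMSO controls and full agonism = EC100 isoproterenol or metaproterenol; nearly all actives have a fitted effect of over 65% in size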
# Target sequence (P07550 whole entry, looked up): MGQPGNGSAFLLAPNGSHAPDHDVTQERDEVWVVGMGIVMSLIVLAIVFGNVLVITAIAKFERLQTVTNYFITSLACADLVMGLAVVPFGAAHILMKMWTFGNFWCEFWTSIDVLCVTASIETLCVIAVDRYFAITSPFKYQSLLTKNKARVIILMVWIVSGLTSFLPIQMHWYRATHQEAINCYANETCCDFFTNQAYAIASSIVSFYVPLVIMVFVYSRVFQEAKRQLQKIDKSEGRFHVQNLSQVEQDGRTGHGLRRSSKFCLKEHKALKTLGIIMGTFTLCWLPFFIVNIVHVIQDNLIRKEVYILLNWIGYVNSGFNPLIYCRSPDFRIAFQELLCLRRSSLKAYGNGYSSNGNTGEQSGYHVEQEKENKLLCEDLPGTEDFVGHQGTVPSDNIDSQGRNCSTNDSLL
# ASM inhibitor: Inhibitors of Secretory Acid Sphingomyelinase (S-ASM): qHTS | Sphingomyelin phosphodiesterase (Homo sapiens), P17405 | placental ASM, HMU-PC fluorogenic substrate, 60 min | Potency, µM (top dose mostly 57.5 µM), for the others: top-dose activity change, negative = inhibition, hits mostly inhibitors | hit rate 0.006% among 340,000 | AID 504937, 2011; further: potency means the concentration at half of the fitted maximal effect
#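 Human placenta-derived ASM preincubated with compound 10 min at room temperature, then reacted with 9 uM (final) fluorogenic HMU-PC substrate for 60 min at 37 C. Stop solution raises pH to 10; fluorescence read at Ex 386/Em 447 nm.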
# BRCA1 expr up: qHTS Assay to Identify Small Molecule Activators of BRCA1 Expression | MCF7-BRCA1-FFLuc reporter, luminescence, 48 h; response scale: scaled: vehicle 0%, 10 µM genistein 100% | Potency, µM (series often up to 46.1 µM), for the others: top-dose activation, most hits filed as activators | hit rate 1.1% among 380,000; further: potency means the concentration at half of the fitted maximal effect; nearly all actives have a fitted effect of over 80% in size; some results filed as inactive show a strong effect at the top dose
#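 Cells: MCF7-BRCA1-FFLuc, 2000/well. Exposure: 48 h, 37 °C, 5% CO2. Read: luminescence, 15 min post-substrate. Controls: genistein 10 microM (maximal activation), DMSO (neutral).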
# p53 reactivator: qHTS assay for re-activators of p53 using a Luc reporter; H1299 p53-A138V BP100-luciferase reporter, luminescence, 24 h; Potency, µM (top dose mostly 92.2 µM), inactives show at the top dose activity change, positive = activation, most hits filed as activators; hit rate 0.063% among 320,000; AID 504706, 2011; further: potency means the concentration at half of the fitted maximal effect; % of control where 0% means no effect; nearly all actives have a fitted effect of over 45% in size
#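 p53-null H1299 cells stably carrying temperature-sensitive p53-A138V and a BP100-luciferase reporter were pinned with compounds (4-point, 1:5 series) and held 24 hrs at 37 deg C. Luminescence was read 10 min after detection reagent.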
# a7 integrin act: qHTS for Activators of Integrin-Mediated Alleviation for Muscular Dystrophy | alpha7betagal myoblasts, beta-gal FDG fluorescence, 48 h | AID 624291, 2012 | hit rate 0.064% among 350,000 | Potency, µM (top dose mostly 38.3 µM), without a hit: at the top dose activation, actives largely listed as activators;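 further: potency means the concentration at half of the fitted maximal effect; 100% = response of the positive control SU9516; nearly all actives have a fitted effect of over 60% in size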
#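 alpha7betagal+/- myoblasts (passage 13, 250/well) treated 48 h at 37C with compounds at 1:260 dilution of DMSO stock. Lysed, then beta-galactosidase activity read as FDG fluorescence (ex 480/em 540) after 30 min, with pre-read for autofluorescence.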
# Eya2 phos inh: qHTS Assay for Inhibitors of the Phosphatase Activity of Eya2 | Potency, µM (top dose mostly 76.9 µM), for the others: at the highest dose activity, negative = inhibition, usual class: inhibitors | recombinant Eya2, OMFP fluorescence dephosphorylation (OMFP is methylfluorescein phosphate) | hit rate 0.006% among 330,000; further: potency means the concentration at half of the fitted maximal effect; on the % scale 0 is the no-effect control and ±100 the full control effect
#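 Eya2 protein (added as 0.2 uM solution) was preincubated with compound for 10 min at ambient temperature in 50 mM HEPES pH 7.5, 50 mM NaCl, 5 uM MgCl2, 0.05% BSA, 1 mM DTT. OMFP (added at 50 uM) then reacted 10 min; fluorescence read at 485/525 nm.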
# ELG1 genotox: qHTS screen for small molecules that induce genotoxicity in human embryonic kidney (HEK293T) cells expressing luciferase-tagged ELG1; hit rate 1.3% among 330,000; HEK293T ELG1-luciferase reporter, luminescence, 16 h; AID 504466, 2011; Potency, µM (titrated, usually from 46 µM), for inactives: at the highest dose activity change, positive = activation, usual class: activators; further: potency means the concentration at half of the fitted maximal effect; % of control where 0% means no effect; nearly all actives have a fitted effect of over 60% in size
#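 ELG1-luciferase HEK293T cells, 2,000/well; compound pinned in; 16 hr, 37 °C, 5% CO2; ONE-Glo, 30 min RT; luminescence on CCD imager.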
# TSG101-PTAP inh: qHTS Assay for Iinhibitors of HIV-1 Budding by Blocking the Interaction of PTAP/TSG101; Tumor susceptibility gene 101 protein (Homo sapiens), Q99816; Fluorescence polarization, FITC-PTAP peptide / Tsg101 binding; Potency, µM (highest dose often 115 µM), for the others: at the top dose activity change, negative = inhibition, hits mostly inhibitors; 340,000 tested, under 10 active; AID 493005, 2010; active means well fitted inhibition curve with a large enough effect in the main read-out, with a control signal flat, not every such curve was filed as active; inconclusive means small, poorly fitted or top-dose-only effect, or effect the other way, or a change in a side signal; inactive means no such curve, though single readings can be large or run the other way; further: potency means the concentration at half of the fitted maximal effect; % of control where 0% means no effect
# Target sequence (Q99816 whole entry, looked up): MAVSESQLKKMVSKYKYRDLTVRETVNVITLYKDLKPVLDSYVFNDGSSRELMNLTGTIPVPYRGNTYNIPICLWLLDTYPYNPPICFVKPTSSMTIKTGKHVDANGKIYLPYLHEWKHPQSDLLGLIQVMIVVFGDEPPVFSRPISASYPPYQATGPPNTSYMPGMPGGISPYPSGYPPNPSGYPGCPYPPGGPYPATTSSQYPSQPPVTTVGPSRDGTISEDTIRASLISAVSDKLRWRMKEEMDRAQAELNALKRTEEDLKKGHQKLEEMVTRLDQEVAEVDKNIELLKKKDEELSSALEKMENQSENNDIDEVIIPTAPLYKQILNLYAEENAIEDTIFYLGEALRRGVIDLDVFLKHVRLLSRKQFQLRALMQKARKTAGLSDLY
#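 Tsg101 binding domain (10 uM final) was mixed with compound and a FITC-labeled PTAP peptide (50 nM final) in HEPES pH 7.5 buffer with NaCl, Tween 20, EDTA and TCEP; fluorescence polarization was read after 20 min at r.t.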
# uPA generation: qHTS for Inhibitors of Cell Surface uPA Generation. cell surface uPA generation assay, qHTS. Potency, µM (top dose mostly 38.3 µM), for the others: at the top dose activity change, negative = inhibition, actives largely listed as inhibitors. hit rate 0.31% among 330,000. AID 540303, 2011; active means well fitted inhibition curve with a large enough effect; inconclusive means small, poorly fitted or top-dose-only effect; inactive means no such curve, though single readings can be large or run the other way; tested in mouse RAW 264.7 cells; further: potency means the concentration at half of the fitted maximal effect; on the % scale 0 is the no-effect control and ±100 the full control effect; nearly all actives have a fitted effect of over 55% in size
# TRPV1 agonist: HTS Assay for Compounds that Act as Agonists of the Vanilloid Receptor 1; Transient receptor potential cation channel subfamily V member 1 (Homo sapiens), Q8NER1; TRPV1-expressing cells, Fluo-8 calcium influx, agonist mode; activation, % at 8.33 µM; hit rate 0.19% among 320,000; AID 540275, 2011; in the data active means activation above about 80%; inconclusive means between about 30% and that limit; further: 0% is about no effect
#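 Cells expressing TRPV1 were dye-loaded with Fluo-8 and read kinetically: 10 s baseline, 3 min after compound (agonist portion), then 2 min after EC20 capsaicin (allosteric enhancer portion). Calcium-bound dye fluorescence at 480/520 nm.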
# The depositor's hits bear a star; i = inactive; ? = inconclusive; / = not tested or not shown; [ ] = another dose, or the depositor's remark. Unless noted, the call rests on the fitted dose curve; in most records, active means well fitted curve in the direction sought with a large enough effect; inconclusive means small, poorly fitted or top-dose-only effect, or another doubt; inactive means no such curve, though single readings can be large; an effect the other way counts as inactive or inconclusive.
# The line under a structure holds: USP2a block	B2AR arrestin	ASM inhibitor	BRCA1 expr up	p53 reactivator	a7 integrin act	Eya2 phos inh	ELG1 genotox	TSG101-PTAP inh	uPA generation	TRPV1 agonist
> NS(=O)(=O)c1ccc(NC(=S)Nc2cc(Cl)c(Cl)cc2Cl)cc1
  -1%	0.1%	-2%	-8%	-4%	20%	1%	0%	-3%	5%	-2
> Cc1ccc(Nc2nc(NCc3ccco3)c3ccccc3n2)cc1
  0%	0.0%	-12%	-54%	1%	-42%	-4%	-16%	1%	-13%	-5
> O=C(COC(=O)c1cc(S(=O)(=O)N2CCOCC2)ccc1Cl)Nc1ccc2c(c1)OCO2
  2%	-1.0%	-2%	25%	4%	1%	17%	-2%	-4%	-3%	2
> O=C(Cc1ccccc1)NC(=S)Nc1ccc2oc(-c3ccccc3F)nc2c1
  -4%	0.1%	-13%	?	?	13%	3%	15%	-10%	-7%	25
> CC1CC(C)CN(CCCSc2ccccc2)C1 (stereo not given)
  4%	-0.8%	4%	-2%	-16%	-9%	1%	-5%	-1%	-3%	-4
> CC(=O)c1cc(NC(=O)c2ccc([N+](=O)[O-])cc2)c(=O)oc1C
  4%	0.0%	6%	11%	-4%	16%	8%	9%	-3%	-6%	-1
> CC(C)(C)C(=O)C1=C(O)C(=O)N(Cc2ccccc2)C1c1ccccc1Cl (stereo not given)
  4%	-0.3%	2%	-4%	/	?	-8%	-5%	1%	10µM*	-1
> Cc1nnc2sc(SCC(=O)Nc3nccs3)nn2c1=O
  0%	-1.4%	-2%	23%	8%	-19%	-1%	0%	-2%	-9%	-1
> CCOC(=O)c1c(NC(=O)c2cccc([N+](=O)[O-])c2C(=O)O)sc2c1CCCC2
  0%	-0.4%	9%	-24%	1%	12%	1%	1%	-2%	1%	1
> CCCc1cc(=O)n2[nH]c(C)nc2n1
  -1%	0.1%	4%	-1%	17%	0%	1%	2%	-7%	2%	-2
> CC(C)(C)CC(=O)NC(=S)NCc1ccco1
  0%	0.0%	0%	-4%	7%	-12%	0%	-3%	-2%	-6%	5
> CCCc1cc(=O)oc2c(CN3CCN(C)CC3)c(O)ccc12
  1%	-0.3%	i	12%	1%	15%	4%	-2%	-7%	1%	3
> Cc1ccc(OCc2nnc(SCC(=O)Nc3cc(C)on3)n2C)cc1
  1%	-0.2%	4%	2%	-6%	-12%	15%	0%	-3%	/	3
> Cc1ccc(S(=O)(=O)NC(C(=O)Oc2cc3oc(=O)cc(C)c3cc2Cl)C(C)C)cc1 (stereo not given)
  -4%	-1.2%	i	2%	-2%	-10%	-9%	-3%	1%	0%	13
> Cc1ccccc1OCC(=O)OCC(=O)Nc1cc(S(C)(=O)=O)ccc1Cl
  0%	0.3%	-2%	22%	1%	12%	-12%	4%	-4%	2%	-1
> Cc1ccccc1Cn1cnc2c(oc3ccccc32)c1=O
  3%	-0.1%	0%	39%	7%	-17%	12%	3%	-5%	9%	7
> CCc1cccc(NC(=O)CN(C)S(=O)(=O)c2cccc3nsnc23)c1
  1%	-0.2%	-3%	-18%	-10%	-6%	3%	-5%	-1%	4%	3
> Cn1cc(Cl)c(C(=O)OCC(=O)Nc2ccccc2)n1
  0%	0.1%	2%	13%	-1%	0%	12%	2%	0%	10%	-3
> CC(=O)c1cccc(NC(=O)c2ccc(N(Cc3ccccc3C)S(C)(=O)=O)cc2)c1
  -16%	-0.5%	-7%	-65%	-24%	3%	-5%	-8%	-3%	-8%	0
> CCC1CCCCN1CCCNC(=O)Cn1c(=O)c2cccn2c2cccnc21 (stereo not given)
  1%	2.8%	-2%	0%	18%	23%	-4%	1%	1%	4%	2

# The closing 5 entries of the section before are carried over, then new ones follow.
# The line under a structure holds: USP2a block	B2AR arrestin	ASM inhibitor	BRCA1 expr up	p53 reactivator	a7 integrin act	Eya2 phos inh	ELG1 genotox	TSG101-PTAP inh	uPA generation	TRPV1 agonist
> Cc1ccccc1Cn1cnc2c(oc3ccccc32)c1=O
  3%	-0.1%	0%	39%	7%	-17%	12%	3%	-5%	9%	7
> CCc1cccc(NC(=O)CN(C)S(=O)(=O)c2cccc3nsnc23)c1
  1%	-0.2%	-3%	-18%	-10%	-6%	3%	-5%	-1%	4%	3
> Cn1cc(Cl)c(C(=O)OCC(=O)Nc2ccccc2)n1
  0%	0.1%	2%	13%	-1%	0%	12%	2%	0%	10%	-3
> CC(=O)c1cccc(NC(=O)c2ccc(N(Cc3ccccc3C)S(C)(=O)=O)cc2)c1
  -16%	-0.5%	-7%	-65%	-24%	3%	-5%	-8%	-3%	-8%	0
> CCC1CCCCN1CCCNC(=O)Cn1c(=O)c2cccn2c2cccnc21 (stereo not given)
  1%	2.8%	-2%	0%	18%	23%	-4%	1%	1%	4%	2
> CCCn1c(N)c(C(=O)CN2CCc3ccccc3C2)c(=O)n(C)c1=O
  -1%	-0.1%	4%	-16%	4%	0%	-18%	0%	-1%	/	0
> Cc1nn2c(nc(N3CCOCC3)c3ccccc32)c1C=C(C#N)C#N
  2%	-0.7%	9%	-16%	-15%	18%	4%	2%	-7%	5%	-2
> Cc1nnc(NC(=O)c2oc3c(ccc4ccccc43)c2C)s1
  3%	-0.3%	109%[activator]	-43%	9%	1%	17%	-4%	-1%	-2%	8
> O=C(CCn1c(=O)c2cccn2c2ccc(F)cc21)NCCc1ccccc1
  1%	0.3%	-4%	19%	-6%	-29%	-13%	-1%	18%	4%	0
> CCCCOC(=O)CSc1nc2ccccc2o1
  -4%	-0.4%	6%	16%	5%	2%	?	-1%	-2%	3%	-3
> CCCC(=O)N(CCN1CCOCC1)c1nc2c(OCC)cccc2s1
  0%	0.0%	0%	-10%	-12%	-19%	-6%	-6%	-1%	2%	5
> Cc1c(CCO)c(=O)n2n1CCCC2
  /	/	2%	0%	/	-3%	/	/	3%	9%	/
> O=C(CCC1CCCCC1)NCCS(=O)(=O)N1CCN(c2ccc(F)cc2)CC1
  1%	0.1%	0%	-21%	0%	-18%	-9%	-2%	-7%	-3%	1
> CC(=O)c1ccc(N2CCN(c3ccnc4cc(Cl)ccc34)CC2)cc1
  1%	-1.1%	-1%[11.5 µM]	-26%	-11%	21%	-6%	-20%	-2%	-1%	3
> CCc1nc2ccccc2c(C(=O)Nc2ccc(C)cc2)c1C
  0%	-0.4%	-4%	-2%	/	23%	-8%	4%	-1%	15%	20
> Cc1nc2ccccc2c2c1C(=O)NC2=O
  0%	-0.5%	/	/	4%	/	-1%	-6%	/	/	-3
> CCOC(=O)c1c(CC(C)C)csc1/N=C/C1=C(O)CCCC1=O
  3%	-0.8%	12%	-21%	17%	-52%[inhibitor]	?	2%	0%	?	24
> Cn1c(=O)c2c(SCC(=O)NCC3CCCO3)nc(-c3cccs3)nc2n(C)c1=O (stereo not given)
  -1%	-1.0%	/	/	-1%	/	-4%	0%	/	/	-7
> CC1(C)CC(=O)C2=C(C1)c1c(ccc3ccccc13)NC2c1ccc(C(=O)O)cc1 (stereo not given)
  1%	-0.6%	i	1%	-8%	10%	-2%	-5%	-17%	-4%	-6
> CCC(C)c1ccccc1NC(=S)NC(=O)c1ccco1 (stereo not given)
  -1%	0.5%	-1%	-26%	8%	5%	-3%	3%	1%	1%	?
> CC(C)(C)CC(=O)Nc1cc2c3c(c1)CCN3C(=O)CC2
  2%	0.5%	1%	-10%	11%	8%	4%	5%	-3%	14%	-2

# Screens: PubChem, National Center for Advancing Translational Sciences (NCATS)
